OXTR agonist – human OXTR agonism | P30559 | CHO-OTR cells, Fluo-8 calcium fluorescence; normalized: DMSO 0%, oxytocin 100% | activation, % at 3 µM | 0.32% of 320,000 active | AID 2435;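 active = activation above the mean of all tested compounds plus 3 SD, cutoff set per screening run, cut at about 20% in these data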;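 also: peak over basal fluorescence ratio from a 100 s FLIPR kinetic read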
Target sequence (P30559 whole entry, looked up): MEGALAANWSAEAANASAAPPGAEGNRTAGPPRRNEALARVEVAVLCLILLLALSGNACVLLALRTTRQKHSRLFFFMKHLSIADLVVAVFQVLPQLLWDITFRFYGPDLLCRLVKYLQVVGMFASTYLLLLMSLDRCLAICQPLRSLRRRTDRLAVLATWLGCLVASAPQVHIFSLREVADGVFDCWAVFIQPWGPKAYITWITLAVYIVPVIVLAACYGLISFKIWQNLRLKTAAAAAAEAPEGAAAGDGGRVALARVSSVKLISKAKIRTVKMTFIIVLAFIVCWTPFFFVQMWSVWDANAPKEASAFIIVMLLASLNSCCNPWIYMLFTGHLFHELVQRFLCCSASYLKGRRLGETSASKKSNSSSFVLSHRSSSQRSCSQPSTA
M18AAP inhibitor – blocks P. falciparum M18 aspartyl aminopeptidase. recombinant PfM18AAP, H-Glu-NHMec fluorogenic cleavage. inhibition, % at 7.35 µM. 1.2% of 290,000 active. AID 1822;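 active = inhibition above the campaign mean inhibition over all tested compounds plus 3 SD, cut at about 28% in these data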;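 also: 0% = plate median of test compound wells and 100% = 2 mM ZnCl2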
NALP1 inh – blocks the NALP1 inflammasome reconstituted in yeast; S. cerevisiae NALP1/ASC/caspase-1 growth, X-gal OD620, 72 h; inhibition, % at 10 µM; 0.61% of 280,000 active; in the data active = inhibition mostly above about 24%, no sharp cut-off; inactive = mostly below about 32%; also: some compounds called inactive have numbers as strong as hits
GalR3 antagonist – blocks the human galanin receptor 3. inhibition, % at 3 µM. 0.44% of 360,000 active. AID 651719. O60755. HEK293 GalR3-CNG cAMP membrane potential fluorescence; galR3 body fused to GalR1 C-terminus;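 active = inhibition above the screen-wide average plus 3 SD, cut at about 13% in these data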;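 also: forskolin and galanin both at EC90 stimulate the cells; cAMP rise reported by CNG channel membrane potential dye signal; 0% = forskolin plus galanin with DMSO and 100% = forskolin alone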
Target sequence (O60755 1-299 limits assumed): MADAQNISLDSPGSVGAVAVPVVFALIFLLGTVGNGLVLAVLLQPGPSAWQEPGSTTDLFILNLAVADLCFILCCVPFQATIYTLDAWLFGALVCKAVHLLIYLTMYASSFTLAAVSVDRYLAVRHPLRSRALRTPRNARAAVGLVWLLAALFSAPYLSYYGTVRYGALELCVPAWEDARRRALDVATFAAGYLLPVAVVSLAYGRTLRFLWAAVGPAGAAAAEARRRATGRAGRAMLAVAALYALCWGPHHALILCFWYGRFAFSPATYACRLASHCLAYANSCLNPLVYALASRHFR
GPR7 antag – antagonists of human GPR7 (neuropeptides B/W receptor 1); GPR7-expressing cells, fluorescence antagonist assay; inhibition, % at 4.4 µM; AID 1861; 1.1% of 290,000 active; in the data active = inhibition above about 16%, passing the limit was not always enough;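 also: cells stimulated with the agonist NPW; 0% = agonist with vehicle and 100% = vehicle without agonist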
Target sequence (P48145 whole entry, looked up): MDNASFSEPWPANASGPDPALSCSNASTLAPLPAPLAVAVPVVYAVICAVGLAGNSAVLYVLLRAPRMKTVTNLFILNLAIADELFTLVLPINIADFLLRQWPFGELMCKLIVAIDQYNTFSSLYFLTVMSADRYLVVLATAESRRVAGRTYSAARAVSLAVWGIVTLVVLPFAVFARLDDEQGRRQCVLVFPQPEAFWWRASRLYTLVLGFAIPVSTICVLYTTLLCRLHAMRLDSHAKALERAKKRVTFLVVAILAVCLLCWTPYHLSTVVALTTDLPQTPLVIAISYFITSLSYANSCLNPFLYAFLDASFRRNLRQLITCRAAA
MEKK2mut PB1 HTS – signal of MEK5 binding to mutant human MEKK2 PB1 domain. bead flow cytometry, Alexa488-MEK5 binding to MEKK2 mutant. percent response, % at 10 µM. 0.35% of 290,000 active; in the data active = percent response above about 24%, passing the limit was not always enough; also: inactives centre near 1; some results filed as inactive read as strong as hits
OXTR potentiate – human OXTR potentiation. P30559. CHO-OTR cells, Fluo-8 calcium fluorescence, potentiator mode; 0% = oxytocin EC15, 100% = EC100. activation, % at 3 µM. 0.061% of 320,000 active. AID 2445;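 active = activation above that plate's cutoff, the mean activation of tested compounds plus 3 SD, cut at about 6.6% in these data, passing the limit was not always enough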;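 also: 100% uses oxytocin at 75 nM as the full agonist control; some results filed as inactive read as strong as hits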
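Dosing: Single dose, 3.0 µM nominal final compound concentration | Material: Human OTR in CHO cells | Technique: Kinetic Fluo-8 calcium fluorescence | Benchmarks: EC15 oxytocin alone as 0%, 75 nM oxytocin as 100% | Probe or stimulus: Oxytocin at about EC15, sub-maximal agonist stimulus | Incubation: Compound 6 min at room temperature before oxytocin, 100 s read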
MEKK2wt PB1 HTS – raises or lowers MEK5 binding to wildtype human MEKK2 PB1 domain | Q9Y2U5 | bead flow cytometry, Alexa488-MEK5 binding to MEKK2 WT; actives lie on both sides | binding response (% of control), % at 10 µM | 1.1% of 290,000 active | AID 1531; in the data active = binding response below about 67% or above about 130%
V1aR counter – activates human V1a receptor in oxytocin agonist counter-screen | P37288 | CHO-V1R cells, Fluo-8 calcium fluorescence, agonist mode; 0% DMSO, 100% 3 nM vasopressin | activation, % at 3 µM | 0.25% of 320,000 active | AID 2797;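 active = activation above the mean activation of all tested compounds plus 3 SD, per screening run, cut at about 20% in these data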;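 also: signal is peak over basal fluorescence ratio across a 100 second FLIPR read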
* marks the source's active call; other numbers are inactive results; . = no result given.

molecule	OXTR agonist	GalR3 antagonist	NALP1 inh	MEKK2wt PB1 HTS	V1aR counter	M18AAP inhibitor	MEKK2mut PB1 HTS	GPR7 antag	OXTR potentiate
Cc1c(CNC(=O)c2c([N+](=O)[O-])cnn2C)cnn1C	1.4	7	-2	101	0.2	0	8	11	-3
Cc1cccc(C)c1NC(=S)NCCc1ccc(O)c(O)c1	1.2	-1	-7	91	0.8	73*	-2	-3	2
O=C(CSc1ncccn1)Nc1ccc2c(c1)CCC2	1.4	-3	.	81	0.2	-13	-4	-1	-5
C[C@H]1CN([C@@H](C)CO)C(=O)c2cc(NC(=O)CCN3CCOCC3)ccc2O[C@H]1CN(C)C(=O)Nc1ccc(F)cc1	0.4	3	.	.	0.6	.	.	.	-1
COC(=O)c1ccc(NC(=O)C(=O)NCC2CCCO2)cc1 (configuration not stated)	-0.1	-2	18	100	0.9	4	-1	7	-2
O=C1CC(c2ccccc2)CC(=O)C1CS(=O)(=O)c1ccccc1 (configuration not stated)	0.5	1	5	103	-0.2	2	-3	-1	-3
Cc1cccc(NC(=O)c2cc(NC(=O)C3CCCCC3C(=O)O)ccc2N2CCOCC2)c1 (configuration not stated)	-1.4	7	0	99	0.5	6	0	-11	-1
Cc1ccc(Cn2c(C3CCCN3c3nc(-c4cc(Cl)c(N)c(Cl)c4)cs3)nc3cc(C(=O)NCCCO)ccc32)cc1 (configuration not stated)	0.8	-3	.	97	-0.3	.	1	.	-5
COC(=O)c1ccc(C23CC4(C2)[C@H](CN(Cc2cccnc2)[C@@H]4c2ccccc2)C3c2ccc(Cl)nc2)cc1 (some centres not stated)	-1.7	-1	.	102	0.5	.	2	.	-1
Cc1nc(NC(=S)NC(=O)c2ccco2)sc1C(=O)N(C)C	-0.3	0	16	103	0.6	14	8	-11	5
CC(=O)N1CCN(CC(=O)Nc2ccc(Cl)c(S(=O)(=O)N(C)C)c2)CC1	1.2	-3	0	100	0.4	-2	4	-1	8
Cc1ccc(OCc2nc(-c3cccs3)no2)c([N+](=O)[O-])c1	-0.2	-2	-3	103	0.2	-14	-2	-3	-5
C=CCn1c(=NC(=O)C2COc3ccccc3O2)sc2cc(S(N)(=O)=O)ccc21 (configuration not stated)	4.0	7	39	101	3.9	7	-1	6	-8
CC1(C)CC(=O)C2=C(C1)Oc1ncn(Cc3ccco3)c(=N)c1C2c1ccccc1 (configuration not stated)	-1.8	-4	28	98	-1.3	4	11	-1	-4
CN1CCC(=O)N([C@H](CO)Cc2ccccc2)CC1	-0.7	0	17	97	0.1	0	-1	0	-3
COc1ccc(C(=O)NN=C2CCCC2)c(OC)c1	0.6	-4	-6	105	-0.4	-3	-1	7	-10
Cc1ccc(C)c(NC(=S)N2CCN(S(C)(=O)=O)CC2)c1	.	-1	4	106	.	-6	2	-8	.
CCN(C(=S)NCCOC)c1cccc2ccccc12	-1.4	-1	-11	101	-0.6	-5	2	-13	2
O=c1oc2c3c(nn2c2ccccc12)CCCC3	-0.1	1	17	99	0.2	-9	4	6	4
O=C(NCc1nnc(SCC(=O)N2CCCCCC2)o1)c1ccccc1F	1.1	-10	10	103	0.5	-2	1	-6	-4
O=C(CSC(=S)N1CCOCC1)c1cc(Br)cc(Br)c1O	5.1	-9	-9	99	6.0	44*	0	2	-2
COC(=O)c1ccc(C(=O)OC)c(NC(=S)N2CCN(c3ccccn3)CC2)c1	-2.1	-4	4	94	-1.4	-3	-2	-7	5
CC(C)C(=O)Nc1nnc(Cc2c[nH]c3ccccc23)s1	-0.2	-5	3	100	0.1	2	-3	-17	-3
CC(C)CN(CC(C)C)C(=S)Nc1ccc(Cl)cc1	-2.5	9	0	90	-0.9	0	-6	-2	-11
O=C(c1ccc(COCC(F)(F)F)o1)N1CCCC1	0.6	-3	1	106	0.2	1	6	-10	-8
COc1cc(F)ccc1CN1CCC(n2nccc2NC(=O)C2CCOC2)CC1 (configuration not stated)	0.6	-2	18	111	0.5	-3	7	-14	1
Cc1cc(NC(=O)COC(=O)c2ccc(S(=O)(=O)N3CCCC3)cc2)no1	-0.7	-10	-3	103	-0.2	-11	4	-8	-4
CCC(C)(C)NC(=O)C(c1cccc(OC)c1OC)N(CCOC)C(=O)CCC(=O)Nc1cc(C)on1 (configuration not stated)	-0.9	-4	2	92	0.1	-1	-6	-20	2
CC(Oc1ccccc1F)C(=O)NC1CCS(=O)(=O)C1 (configuration not stated)	-0.6	1	-4	96	0.7	-1	5	-16	-8
COc1cc(/C=N/n2nnnc2N)cc(Cl)c1OC	-1.1	-5	.	.	-0.6	.	.	.	-12
N#C/C(=C\c1cccnc1)c1ccc(Br)cc1	-1.4	-10	-7	98	1.8	3	8	3	-12
Cc1cc2nc3ccc(N(C)C)cc3nc2cc1N	2.1	-6	.	.	2.8	.	.	.	-2
COc1ccccc1C(=O)OC(C)CN1CCN(C)CC1 (configuration not stated)	0.3	-6	11	99	-0.6	16	2	-5	-16
CCC(C)NC(=O)c1nc2c(nnn2Cc2ccccc2Cl)c(=O)[nH]1 (configuration not stated)	-2.3	-3	-7	88	-1.0	8	-6	-10	-4
N#Cc1c(N)nc(SCC(=O)NC2CCCCC2)c(C#N)c1-c1ccc(Cl)cc1	-0.1	0	-7	103	0.9	5	3	-6	-3
O=C(NCc1cccnc1)C1CCC(CNS(=O)(=O)c2ccc(Cl)cc2)CC1 (configuration not stated)	-0.4	-4	10	84	0.0	-3	-12	-4	-4
CCc1nc(SCc2ccc(F)cc2)[nH]c(=O)c1C#N	-1.5	-1	-1	108	0.0	0	6	7	-6
CC1=C(O)C(=O)OC1c1c(Cl)cccc1Cl (configuration not stated)	0.2	1	-12	100	0.7	-4	-2	-7	-6
CSc1cccc(NC(=O)c2cc(S(=O)(=O)N3CCc4ccccc43)cn2C)c1	-0.6	.	18	99	0.8	8	-5	-23	-2
O=C1CN(C(=O)N[C@@H](Cc2ccccc2)C(=O)N[C@H](C(=O)O)c2ccccc2)c2ccccc2N1	-0.7	1	14	95	1.0	-1	-1	-11	-3
CC(=O)c1ccc(N(CC(=O)NC2CCS(=O)(=O)C2)S(=O)(=O)c2ccc(C)cc2)cc1 (configuration not stated)	1.3	-3	.	.	2.5	.	.	.	7
CC(=O)N1CCN(c2ccc(Oc3nnnn3-c3ccccc3)cc2)CC1	4.0	-4	13	100	1.9	2	-1	6	-3
O=C(CC(Nc1ccc(Cl)cc1Cl)C(=O)O)c1ccccc1 (configuration not stated)	0.9	-5	-13	109	1.3	-67	18	-13	-2
O=C(NC1CCCCC1)C(c1ccco1)N(Cc1cccs1)C(=O)Cn1nnc2ccccc21 (configuration not stated)	-0.9	-6	22	.	-0.6	-11	.	22*	-9
CCc1ccccc1NC1c2ccccc2C(=O)N1c1cc(C)ccn1 (configuration not stated)	-2.4	.	14	103	-1.4	0	5	-2	3
Cc1noc(C)c1COc1ccc(C(=O)NCC2CCCO2)cc1 (configuration not stated)	0.8	-1	-10	111	0.7	-1	5	4	-6
CC(C)OP(=O)(OC(C)C)C(NC(=O)c1cccc([N+](=O)[O-])c1)C(N)=O (configuration not stated)	0.7	-3	4	103	1.3	4	5	-7	-4
O=C(NCC1CCN(S(=O)(=O)c2ccccc2)CC1)Nc1ccccc1	-0.1	-1	33	91	2.4	4	-2	1	-2
O=C1CC(N2CCOCC2)=NN1c1ccc([N+](=O)[O-])cc1	-0.6	0	0	97	-0.4	2	8	-11	-9
Cc1ccc(S(=O)(=O)NCC(=O)OCC(=O)NC2CCCCC2)cc1	-1.1	-7	.	.	0.4	.	.	.	-2
CCOC(=O)C1=C(O)/C(=C\c2cc(C)n(-c3ccc(F)cc3)c2C)N=C1C	-0.1	-7	-15	91	1.5	10	0	-1	-3
CN1CCN(S(=O)(=O)c2ccc(N(C)Cc3ccc(C(F)(F)F)cc3)c([N+](=O)[O-])c2)CC1	20*	-8	.	.	16	.	.	.	-12
O=C(CCCOc1ccc(Cl)cc1)Nc1nncs1	0.0	-2	19	99	0.0	1	0	1	2
CC1CCCCN1S(=O)(=O)c1ccc2c(c1)CCN2C(=O)CCC(=O)O (configuration not stated)	0.8	-7	-4	102	1.1	-18	3	-14	2
O=C(Nc1cccnc1)/C(N=Nc1ccc(Cl)c(C(F)(F)F)c1)=C(\O)c1ccccc1	1.1	-10	13	90	0.4	-1	-3	13	-4
Cc1c(NP(=O)(Oc2ccccc2F)Oc2ccccc2F)c(=O)n(-c2ccccc2)n1C	0.0	-7	13	100	-0.2	-1	-1	8	-8
C=CCC(=O)N1CCCC(CO)(Cc2ccc(F)cc2F)C1 (configuration not stated)	0.1	-6	21	107	1.0	1	8	-7	-7
Cc1ccc(CONS(=O)(=O)c2cc(C)ccc2C)cc1	-1.2	-1	.	.	-0.9	.	.	.	-3
COc1cccc(Oc2ccc(OC)cc2C(=O)O)c1	-0.5	-4	28	101	1.6	-8	-2	3	-2
CSC(=O)CC(=O)NC(=O)c1ccccc1	1.5	-4	-2	100	-0.2	7	3	-18	3

(list continues)
molecule	OXTR agonist	GalR3 antagonist	NALP1 inh	MEKK2wt PB1 HTS	V1aR counter	M18AAP inhibitor	MEKK2mut PB1 HTS	GPR7 antag	OXTR potentiate
O=C(O)CC12CC3CC(C1)CC(n1cncn1)(C3)C2	0.9	3	3	103	1.3	-4	6	-2	-9
CCOC(=O)c1ccc(NS(=O)(=O)c2ccc(-c3coc(C)n3)cc2)cc1	2.3	-5	17	100	1.6	-13	-4	-11	-2
Cc1cccc2c3nc4ccccc4nc3n(CCCN3C(=O)c4ccccc4C3=O)c12	.	-3	21	98	.	-4	2	-8	.
COC(=O)CSc1nnc(CNC(=O)c2ccc(OC)c(OC)c2)n1C	0.5	-3	-15	105	1.2	-4	8	-12	-13
C[C@H](CO)N1C[C@H](C)[C@@H](CN(C)S(C)(=O)=O)Oc2ccc(NC(=O)CCN3CCOCC3)cc2C1=O	1.1	-3	.	.	0.6	.	.	.	-1
N=c1n(CCCOc2ccc(Br)cc2)c2ccccc2n1CC(N)=O	-0.3	-8	17	104	-0.5	-7	3	2	-5
O=c1c2c(-c3ccccc3)csc2nc2c3ccccc3c(NCCN3CCOCC3)nn12	.	-7	-1	104	.	16	-1	15	.
COc1cccc(CNC(=O)CC2Sc3ccccc3NC2=O)c1 (configuration not stated)	-1.6	-2	-3	110	-0.5	-12	-1	-4	-1
CN1CCC(N(C)S(=O)(=O)c2ccc(F)cc2F)CC1	1.2	-11	14	97	0.4	-8	-4	3	-6
Cc1noc(COc2ccccc2OCC(O)CNC(C)(C)C)n1 (configuration not stated)	-0.7	-1	-5	101	1.3	-9	-2	-6	-5
Cc1ccc(C(=O)OCC(=O)NCCC2=CCCCC2)cc1N	-2.4	-5	16	107	-1.0	3	-1	0	-6

Compound activity as filed in PubChem BioAssay.
